PKA-R2B activ: activators of PKA-R2B holoenzyme, primary screen, biochemical, fluorescence polarization, Cy5-IP20, human. cAMP-dependent protein kinase catalytic subunit beta (Homo sapiens) + cAMP-dependent …. PKA-R2B holoenzyme dissociation; R2B truncated from residue 108, S112A mutant; 0% DMSO only, 100% 113 µM cGMP. activation, % at 11.4 µM. 340,000 compounds, 0.079% hits. AID 504700, 2011;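 active = activation above a cutoff set at the mean over all compounds plus 3 SD, cut at about 18% in these data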;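 note: higher means more holoenzyme dissociation and a rise in polarization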
CDK5 inh: inhibitors of human CDK5/p35 kinase, primary screen, biochemical, single concentration. Cyclin-dependent kinase 5 (Homo sapiens) + Cyclin-dependent kinase 5 activator 1 (Homo …. Recombinant CDK5/p35, ADP-Glo luminescence, 60 min. inhibition, % at 10 µM. 330,000 compounds, 0.01% hits;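 active = highest replicate inhibition of at least 50% and at least 75% of replicates reaching 50%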;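 note: plate controls were DMSO neutral control for no effect and GW8510 at 10 µM for full effect; many of its hits are not listed in these tables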
Target sequence (Q00535 whole entry, looked up): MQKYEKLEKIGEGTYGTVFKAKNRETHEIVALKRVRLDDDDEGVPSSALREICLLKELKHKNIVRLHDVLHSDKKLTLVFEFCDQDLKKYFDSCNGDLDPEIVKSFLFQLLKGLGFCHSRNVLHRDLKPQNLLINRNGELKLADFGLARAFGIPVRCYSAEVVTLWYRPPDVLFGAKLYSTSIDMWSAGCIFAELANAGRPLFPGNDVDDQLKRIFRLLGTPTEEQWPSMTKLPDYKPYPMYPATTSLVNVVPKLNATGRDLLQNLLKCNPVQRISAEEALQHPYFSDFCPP
Target sequence (Q15078 whole entry, looked up): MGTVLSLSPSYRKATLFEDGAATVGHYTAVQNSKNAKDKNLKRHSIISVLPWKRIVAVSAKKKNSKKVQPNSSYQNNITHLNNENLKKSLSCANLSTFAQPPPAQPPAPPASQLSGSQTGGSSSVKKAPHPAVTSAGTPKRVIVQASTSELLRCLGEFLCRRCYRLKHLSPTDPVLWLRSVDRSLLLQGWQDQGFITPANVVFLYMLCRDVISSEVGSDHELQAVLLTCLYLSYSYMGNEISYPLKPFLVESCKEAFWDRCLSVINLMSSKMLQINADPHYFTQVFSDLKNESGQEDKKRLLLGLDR
HTR5A inv ctr: HTR5A inverse agonists in luminescence cell assay, primary screen, counter-screen for OPRM1-OPRD1 heterodimer inverse agonist project, full-deck HTS; 5-hydroxytryptamine receptor 5A (Homo sapiens), P47898; HTR5A cell line, inverse agonism; inhibition, % at 9.3 µM; 340,000 compounds, 0.083% hits; AID 504634, 2011; in the data active = inhibition mostly above about 23%, no sharp cut-off; inactive = mostly below about 18%;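 note: 0% = cells with DMSO and 100% = no-cell wells with DMSO; some compounds called inactive have numbers as strong as hits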
Target sequence (P47898 whole entry, looked up): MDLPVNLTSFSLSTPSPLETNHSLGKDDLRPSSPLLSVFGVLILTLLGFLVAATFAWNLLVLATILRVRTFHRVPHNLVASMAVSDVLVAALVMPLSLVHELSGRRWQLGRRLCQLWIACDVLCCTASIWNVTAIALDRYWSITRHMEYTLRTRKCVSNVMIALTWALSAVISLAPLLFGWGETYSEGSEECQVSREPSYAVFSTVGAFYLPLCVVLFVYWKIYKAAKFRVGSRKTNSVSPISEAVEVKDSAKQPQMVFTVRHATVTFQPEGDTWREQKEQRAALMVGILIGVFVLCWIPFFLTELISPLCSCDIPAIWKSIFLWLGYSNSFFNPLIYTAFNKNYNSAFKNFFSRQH
PKA-R1A act: activators of PKA-R1A holoenzyme, primary screen, biochemical, fluorescence polarization, Cy5-IP20, bovine R1A, mouse PKAc | cAMP-dependent protein kinase type I-alpha regulatory subunit (Bos taurus) + … | PKA-R1A dissociation; scaled: DMSO 0%, 113 µM cGMP 100% | activation, % at 11.4 µM | 340,000 compounds, 0.083% hits | AID 504707, 2011;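 active = percent activation above the mean of all tested compounds plus 3 SD, cut at about 19% in these data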;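 note: higher means more PKAc released from R1A so a rise in polarization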
phage Ecoli inh: growth loss of phage-infected E. coli, primary screen, RecBCD inhibitor project, absorbance, with phage, HTS | AID 651602, 2012 | inhibition, % at 11.9 µM | 360,000 compounds, 0.26% hits; in the data active = inhibition above about 11%
HTR5A ag: HTR5A agonists in luminescence cell assay, primary screen, counter-screen for OPRM1-OPRD1 heterodimer agonist project, full-deck HTS; cell-based; activation, % at 9.3 µM; 340,000 compounds, 0.61% hits; AID 504692, 2011; in the data active = activation mostly above about 9.5%, no sharp cut-off; inactive = mostly below about 7.6%;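 note: 0% = cells with vehicle only and 100% = reference agonist; strong numbers were not always called active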
Ecoli viability: E. coli V3065 growth inhibition, primary screen, counter-screen for AddAB inhibitor project, absorbance, OD600 | 18 h | inhibition, % at 11.9 µM | AID 449728, 2010 | 330,000 compounds, 0.27% hits;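 active = inhibition above the campaign's mean inhibition across all tested compounds plus 3 SD, cut at about 9.9% in these data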;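 note: uninfected addAB+ strain grown without phage in ampicillin broth; 0% = DMSO wells and 100% = ciprofloxacin 0.95 µg/ml wells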
AddAB inh: growth inhibition of E. coli expressing H. pylori AddAB, primary screen, AddAB inhibitor project, absorbance; inhibition, % at 11.9 µM; 330,000 compounds, 0.29% hits; AID 435030, 2010; in the data active = inhibition above about 12%;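 note: 0% = vehicle wells of infected cells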
Tat export inh: E. coli Tat export inhibitors, primary screen, MC4100, TorA-mCherry reporter, fluorescence, single point; inhibition, % at 10 µM; 340,000 compounds, 0.036% hits;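 active = mean replicate inhibition at least 50% and at least half of replicates individually reaching 50%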;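 note: exported cargo escapes ClpAP degradation while cytoplasmic cargo is degraded and loses fluorescence; 0% = median of neutral control wells and 100% = median of NaSCN control wells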
Mot1-301 SUMO: yeast Mot1-301 growth rescue at high temperature, primary screen, SUMOylation pathway inhibitor project, S. cerevisiae, ATP luminescence, 38.5C; S. cerevisiae Mot1-301 growth rescue; percent above DMSO median, 100 means doubled; growth rescue, % at 18.8 µM; 320,000 compounds, 1% hits; AID 2716, 2010;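 active = every valid replicate shows activation above 250% relative to neutral control wells; inactive = the rest, any valid replicate at or below 250%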;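 note: OY570 slx delta 5 strain wells were the positive control but not used for scaling; some compounds called inactive have numbers as strong as hits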
DAGLB inhibitor: DAGLB lipase inhibitors, primary screen, biochemical, fluorescence, HTS | Diacylglycerol lipase-beta (Homo sapiens), Q8NCG7 | HEK293T DAGLB membrane lysate, EnzChek fluorogenic substrate | inhibition, % at 5.17 µM | 340,000 compounds, 0.059% hits | AID 504411, 2011; in the data active = inhibition above about 34%;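 note: 0% = enzyme with vehicle and 100% = wells lacking enzyme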
* = called active by the depositor; . = not tested or not shown.

Molecule	PKA-R2B activ	CDK5 inh	HTR5A inv ctr	PKA-R1A act	phage Ecoli inh	HTR5A ag	Ecoli viability	AddAB inh	Tat export inh	Mot1-301 SUMO	DAGLB inhibitor
O=C1CCCCC1(c1ccccc1)c1ccccc1	11	-0.8	17	2	2.8	-5	.	.	-3	.	-4
O=C(COC(=O)Cc1c[nH]c2ccccc12)NC1CCS(=O)(=O)C1 (stereo not drawn)	-8	0.7	17	0	2.9	-7	-1.9	0.5	19	5	-1
C/C(=N\NC(=O)CSCc1ccc([N+](=O)[O-])cc1)c1ccccc1O	2	1.5	-18	-3	2.5	1	0.0	0.2	0	23	1
C=CCOc1ccc(CNc2ccc3[nH]c(=O)[nH]c3c2)cc1	-23	-0.2	-2	0	2.9	1	0.3	-2.8	7	-7	3
COc1c(C(=O)Nc2c(C)n(C)n(-c3ccccc3)c2=O)ccc2ccccc12	-7	0.1	0	-7	1.4	6	-1.1	3.5	-3	-2	-2
Cc1ccc(-c2nc3ccccc3c(=O)n2N)cc1	-4	-0.1	3	-3	-0.8	-1	-0.8	0.2	0	109	0
CC(=O)Nc1cccc(NC(=O)CSc2nc3ccccc3o2)c1	0	-0.5	16	-2	4.2	-4	2.9	6.1	-6	-13	-7
COCCCNC(=O)CN(Cc1ccccc1)S(=O)(=O)c1ccccc1	1	1.6	-2	-1	3.8	1	-2.3	2.1	-14	-9	-1
Cc1cc(C)nc(N2C(=O)CC(Cc3ccccc3)C2=O)n1 (stereo not drawn)	-3	0.1	-28	7	-0.4	0	1.2	4.5	0	-3	2
CCCCCCC[C@@H](C/C=C/CCC(=O)O)OC	4	-0.2	-5	6	5.1	1	1.1	2.5	6	.	-5
Cc1ccc(C(=O)Nc2ccc(S(=O)(=O)NCc3ccco3)cc2)cc1	4	0.8	1	8	-2.2	-5	-0.8	1.0	-9	128	-1
C=CCNC1=C(Cl)C(=O)N(c2cccc(Cl)c2Cl)C1=O	-5	-0.1	-1	2	2.7	0	0.5	2.9	7	6	-2
Cc1nn(Cc2ccccc2)c(Cl)c1/C=C/C(=O)OC(C(=O)NC(N)=O)C(C)C (stereo not drawn)	-8	-2.0	-13	8	1.1	5	3.6	0.8	-2	.	1
CCCOc1ccc(/C(O)=C2/C(=O)C(=O)N(CCCOC)C2c2ccncc2)cc1 (stereo not drawn)	-6	-3.1	20	-5	0.3	-8	2.9	1.5	-1	10	0
O=C(CCN1CCCCC1)Nc1cccc(Cl)c1	-1	0.2	-38	0	4.2	-1	-1.1	1.1	8	-6	1
CCc1ccc(-c2csc(NC(=O)C3=COCCO3)n2)cc1	-3	-0.9	5	-4	4.4	-2	-1.1	0.9	3	69	-13
O=[N+]([O-])c1cccc(-n2nnnc2CN2CCCCCC2)c1	4	1.4	10	12	1.5	2	-0.8	5.0	3	4	-2
Cc1[nH]nc2c1C(c1cnn(C)c1)C(C#N)=C(N)O2 (stereo not drawn)	3	-0.8	4	0	-0.9	3	1.9	1.0	-4	.	2
O=Cc1cn(CCC(=O)O)nc1-c1cccc2ccccc12	1	-0.4	-16	-2	5.2	3	0.7	1.6	-1	-3	-3
COC(=O)c1cc(C#N)c(Oc2ccc(OC)cc2)nc1C	4	-0.3	-17	-3	2.1	8	1.1	2.9	-4	-5	-5

Among those listed so far, three contain a halogen.
Molecule	PKA-R2B activ	CDK5 inh	HTR5A inv ctr	PKA-R1A act	phage Ecoli inh	HTR5A ag	Ecoli viability	AddAB inh	Tat export inh	Mot1-301 SUMO	DAGLB inhibitor
C=CCNC1=C(Cl)C(=O)N(c2cccc(Cl)c2Cl)C1=O	-5	-0.1	-1	2	2.7	0	0.5	2.9	7	6	-2
Cc1nn(Cc2ccccc2)c(Cl)c1/C=C/C(=O)OC(C(=O)NC(N)=O)C(C)C (stereo not drawn)	-8	-2.0	-13	8	1.1	5	3.6	0.8	-2	.	1
O=C(CCN1CCCCC1)Nc1cccc(Cl)c1	-1	0.2	-38	0	4.2	-1	-1.1	1.1	8	-6	1

Continuation:
Molecule	PKA-R2B activ	CDK5 inh	HTR5A inv ctr	PKA-R1A act	phage Ecoli inh	HTR5A ag	Ecoli viability	AddAB inh	Tat export inh	Mot1-301 SUMO	DAGLB inhibitor
COc1ccccc1CC(=O)Nc1cccc(C(=O)Nc2nccs2)c1	8	0.9	-1	-12	0.0	2	3.9	0.5	-5	3	0
COCCOC(=O)C1=C(C)OC(N)=C(C#N)C1c1ccc2c(c1)OCO2 (stereo not drawn)	-9	3.3	33*	-3	-0.1	-9	2.8	0.6	-2	.	-1
Cc1ccc(NC(=O)CCN2C(=O)NC3(CCCC3)C2=O)cc1	9	0.8	1	-5	4.6	-2	.	.	-3	.	-1
Cc1ccn2c(C(=O)NN=C3CCCCCCC3)c(C)nc2c1	-2	0.6	10	-2	-0.2	-4	-0.2	0.3	-1	3	-2
CC1=CC(C)(C)Nc2ccc(Cc3ccc4c(c3)C(C)=CC(C)(C)N4)cc21	3	1.6	11	-15	2.6	-3	2.6	0.2	-1	-26	-4
CSc1ncc(C(=O)Nc2cccc(C)c2C)c(C)n1	-11	0.5	1	-5	-1.5	0	.	.	8	-11	-1
COc1cc(S(=O)(=O)N2CCC(C(N)=O)CC2)c(C)cc1C	-4	-1.5	-35	-2	1.4	13	3.7	4.2	1	31	-2
NNC(=O)c1ccc(Oc2cc(Cl)cc(Cl)c2)o1	2	3.1	8	-6	-1.5	-3	-0.8	0.2	-6	1	-8
Cc1ccc(C(=O)N2CCN(c3ccc(NC(=O)Cc4ccccc4)cc3)CC2)cc1	2	-0.5	-16	2	1.2	-4	-0.2	0.8	-3	-11	1
COc1ccc(S(=O)(=O)N2CCN(C(=O)NC3CCCCC3)CC2)cc1OC	-5	-0.9	-1	7	-0.7	5	-0.8	2.5	-1	-3	2

Three compounds out of the list above, sorted by the number in PKA-R1A act, descending.
smiles,PKA-R1A act
COc1cc(S(=O)(=O)N2CCC(C(N)=O)CC2)c(C)cc1C,-2
CSc1ncc(C(=O)Nc2cccc(C)c2C)c(C)n1,-5
COc1ccccc1CC(=O)Nc1cccc(C(=O)Nc2nccs2)c1,-12

Continuation.
Molecule	PKA-R2B activ	CDK5 inh	HTR5A inv ctr	PKA-R1A act	phage Ecoli inh	HTR5A ag	Ecoli viability	AddAB inh	Tat export inh	Mot1-301 SUMO	DAGLB inhibitor
CN(C(=S)NC(=O)CCCOc1ccc(Cl)cc1Cl)c1ccccc1	-3	-4.5	5	3	0.9	-2	0.7	0.4	9	-9	1
CC1=Nc2cc(C(=O)NCCCN3CCN(C)CC3)ccc2Sc2ccc(C)cc21	4	2.4	20	5	0.6	0	-3.7	1.3	-1	0	-2
COc1ccc(NC(=O)C2C3C=CC(C3)C2C(=O)O)cc1 (stereo not drawn)	-24	1.2	-18	-7	-0.1	6	-0.4	1.0	-3	0	-1
CCN(CC)S(=O)(=O)c1ccc(N(C)C)c(NC(=O)C2CCCC2)c1	2	-0.2	-16	-11	1.1	6	-2.2	0.6	1	12	-2
CCOC(=O)C1=C(COC(=O)c2cccc(NC(C)=O)c2)NC(=O)NC1C (stereo not drawn)	-5	0.0	-22	-9	2.4	9	3.5	2.5	-3	-9	1
CC(C)C[C@H](NC(=O)N1CCCCCC1)C(=O)O	-10	-3.4	-2	-14	55*	1	-1.0	1.2	-6	-1	-2
O=C(O)C1(P(=O)(c2ccc(Cl)cc2)c2ccc(Cl)cc2)CC1	-4	-1.1	17	2	4.4	-7	1.9	3.0	-8	12	2
Cc1ccc(OCCCC(=O)ON=C(N)c2ccccc2C)cc1	9	0.0	-15	1	0.8	6	-2.1	0.4	-9	4	-22
COc1ccc(C(=O)OCC(=O)NCCCc2ccccc2)c(OC)c1	-2	1.6	-19	1	-0.2	5	-2.2	-0.9	1	14	-3
CC(C)(C)NC(=O)CN(C(=O)C(=O)Nc1ccc2c(c1)OCCO2)C1CCCC1	1	-0.7	0	2	-1.6	-8	-2.1	-1.5	4	-8	-2
Cc1nnsc1-c1nnc(SCC(=O)c2ccc(F)cc2)n1C1CC1	4	1.6	-30	-2	2.9	-2	0.1	0.3	8	4	-3
COc1cc(-c2nc3c4ccccc4nc(=S)n3[nH]2)cc(OC)c1OC	-13	1.6	-36	-11	0.9	-3	-0.9	0.0	-3	-6	0
CC(C)NC(=S)N/N=C1\CCCCC1C1CCCCC1 (stereo not drawn)	6	-16	13	-4	2.8	-5	-1.1	-1.8	4	-11	-7
O=C(Nc1ccc(Cl)cc1C(=O)O)c1ccc2c(c1)C(=O)N(Cc1ccco1)C2=O	-7	-1.0	6	3	3.4	-2	2.5	1.7	5	-8	11
CCN(CC)S(=O)(=O)c1ccc(N2CCCC2)c(C(=O)OCC(=O)N2CCCC2)c1	14	1.5	2	-2	4.1	-1	1.8	-0.2	-2	4	-1

Screens deposited in PubChem BioAssay by several laboratories.

Compounds were not picked by outcome; 2.3% or so of the library scored in one or more.
